IDE cell activ: activators of human insulin-degrading enzyme in cells | AID 493087 | 0.073% of 340,000 active | HEK cells, FAbeta-B cleavage, fluorescence polarization; 0% vehicle, 100% cell-free pure enzyme wells | activation, % at 5.96 µM;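 active means activation above the mean of all tested compounds plus 3 SD, set per screening campaign, cut at about 17% in these data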
Target sequence (P14735 whole entry, looked up): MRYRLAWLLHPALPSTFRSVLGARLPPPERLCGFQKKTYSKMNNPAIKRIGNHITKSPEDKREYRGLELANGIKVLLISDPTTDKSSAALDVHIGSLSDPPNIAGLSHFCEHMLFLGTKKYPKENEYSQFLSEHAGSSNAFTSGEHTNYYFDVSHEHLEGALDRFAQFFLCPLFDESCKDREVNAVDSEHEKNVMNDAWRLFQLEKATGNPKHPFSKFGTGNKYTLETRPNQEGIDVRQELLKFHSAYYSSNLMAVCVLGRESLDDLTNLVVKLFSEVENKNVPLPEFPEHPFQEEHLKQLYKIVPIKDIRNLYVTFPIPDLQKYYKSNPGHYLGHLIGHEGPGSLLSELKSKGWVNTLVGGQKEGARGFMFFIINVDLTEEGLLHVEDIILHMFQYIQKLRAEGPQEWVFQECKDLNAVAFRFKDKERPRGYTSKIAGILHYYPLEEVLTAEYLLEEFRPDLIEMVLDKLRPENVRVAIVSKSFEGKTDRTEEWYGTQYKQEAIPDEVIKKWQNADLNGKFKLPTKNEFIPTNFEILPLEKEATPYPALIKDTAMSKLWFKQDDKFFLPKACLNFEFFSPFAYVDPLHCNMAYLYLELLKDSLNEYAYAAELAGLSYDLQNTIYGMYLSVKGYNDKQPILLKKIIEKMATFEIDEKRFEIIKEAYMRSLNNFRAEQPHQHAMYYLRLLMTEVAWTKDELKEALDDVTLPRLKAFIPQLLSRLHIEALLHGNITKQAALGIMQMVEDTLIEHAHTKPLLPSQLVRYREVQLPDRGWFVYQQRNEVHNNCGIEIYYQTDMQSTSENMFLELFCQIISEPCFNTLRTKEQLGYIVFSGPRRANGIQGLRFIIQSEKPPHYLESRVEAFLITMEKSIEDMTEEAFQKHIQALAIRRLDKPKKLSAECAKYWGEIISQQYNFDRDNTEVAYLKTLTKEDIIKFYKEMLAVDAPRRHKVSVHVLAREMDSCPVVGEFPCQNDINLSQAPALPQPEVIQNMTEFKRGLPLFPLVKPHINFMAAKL
M18AAP inhibitor: PfM18AAP enzyme inhibition; recombinant PfM18AAP, H-Glu-NHMec fluorogenic cleavage; inhibition, % at 7.35 µM; 1.2% of 290,000 active;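 active means inhibition above the campaign mean inhibition over all tested compounds plus 3 SD, cut at about 28% in these data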;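 further: 0% = plate median of test compound wells and 100% = 2 mM ZnCl2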
GPR7 antag: antagonists of human GPR7 (neuropeptides B/W receptor 1). P48145. GPR7-expressing cells, fluorescence antagonist assay. inhibition, % at 4.4 µM. 1.1% of 290,000 active; in the data active means inhibition above about 16%, passing the limit was not always enough;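 further: cells stimulated with the agonist NPW; 0% = agonist with vehicle and 100% = vehicle without agonist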
IMP-1 inhibitor: blocks Pseudomonas aeruginosa IMP-1 metallo-beta-lactamase; purified IMP-1, nitrocefin hydrolysis, epi-absorbance fluorescence; inhibition, % at 5.6 µM; 0.45% of 290,000 active; AID 1556;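 active means inhibition above the mean plus 3 SD of all compounds in the same screening run, cut at about 4.5% in these data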;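 further: 0% = IMP-1 with DMSO and 100% = DMSO wells lacking enzyme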
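Material – recombinant IMP-1 enzyme, purified · Amount – IMP-1 0.2 nM before substrate addition · Medium – HEPES buffer pH 7.1 with ZnSO4 and Brij 35 · Timing – 25 °C, 15 min preincubation, 25 min reaction · Measured by – plate fluorescence quenching by hydrolysis product, ex 480/em 530 nm · Read-out – percent enzyme inhibition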
pCIP destab: lowers stability of the mouse p/CIP coactivator protein; decrease of EGFP signal, % at 10 µM; 0.01% of 290,000 active; F442A p/CIP-EGFP cells, EGFP fluorescence, 16 h; Q05BA5;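 active means EGFP signal decrease of at least 30% at 10 µM or well 3 SD below plate mean, unless failing retest; inactive means the rest, including hits failing retest or dose response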; further: some compounds called inactive have numbers as strong as hits; many of its hits are not listed in these tables
NALP1 inh: inhibitors of NALP1 inflammasome in yeast; S. cerevisiae NALP1/ASC/caspase-1 growth, X-gal OD620, 72 h; inhibition, % at 10 µM; 0.61% of 280,000 active; in the data active means inhibition mostly above about 24%, no sharp cut-off; inactive means mostly below about 32%; further: some compounds called inactive have numbers as strong as hits
IDE cell inh: inhibits human insulin-degrading enzyme in HEK cells; inhibition, % at 5.59 µM; FAbetaB cleavage, fluorescence polarization; 0.41% of 320,000 active;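 active means percent inhibition above the average of all tested compounds plus 3 SD, set per screening campaign, cut at about 16% in these data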;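 further: IDE supplied by intact live HEK cells; FP after avidin binding of uncleaved biotin substrate so inhibition keeps polarization high; 0% = DMSO wells and 100% = 60 µM reference IDE inhibitor Ii1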
VIM-2 inh: blocks Pseudomonas aeruginosa VIM-2 metallo-beta-lactamase. inhibition, % at 5.6 µM. AID 1527. purified VIM-2, nitrocefin hydrolysis, epi-absorbance fluorescence. 0.89% of 290,000 active;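 active means inhibition above the mean of all tested compounds plus 3 SD, cutoff set per screening run, cut at about 7.5% in these data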;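 further: red hydrolysis product quenches plate fluorescence so inhibitors raise well fluorescence; 0% = enzyme with DMSO and 100% = DMSO without enzyme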
PHOSPHO1 block: inhibitors of human PHOSPHO1 phosphatase; recombinant PHOSPHO1, absorbance phosphatase assay; Q8TCT1; 1.1% of 290,000 active; inhibition, % at 13.3 µM; in the data active means inhibition above about 60%
The depositor's hits bear a star; . = not tested or not shown.

SMILES	IDE cell activ	M18AAP inhibitor	GPR7 antag	IMP-1 inhibitor	pCIP destab	NALP1 inh	IDE cell inh	VIM-2 inh	PHOSPHO1 block
CNC(=S)N(C)[C@H]1c2c(ccc3ccccc23)OC[C@H]1CO	2	-1	-8	-2.4	13	17	1	-3.0	41
CCn1cc([N+](=O)[O-])c(C(=O)N2N=C(c3ccccc3)CC2c2ccc([N+](=O)[O-])cc2)n1 (stereo not drawn)	-1	-1	-4	-0.2	0	41	7	-0.9	16
COc1ccc(CCNc2ccc(C(CC(N)=O)NC(=O)Cc3cccc4ccccc34)cc2[N+](=O)[O-])cc1 (stereo not drawn)	-3	.	.	.	-7	.	-1	.	34
Cc1onc(-c2c(F)cccc2Cl)c1C(=O)Nc1nnc(C(F)(F)F)s1	4	1	1	-1.6	2	3	1	-4.0	57
O=C(Nc1cccc(F)c1)c1ccc2ncsc2c1	1	-6	4	-2.8	-9	3	-2	-3.9	44
COc1ccc(NC(=O)/C=C/c2cccc(F)c2)cn1	5	-13	4	-3.0	-2	45	2	0.4	-4
COc1ccc(C2=NN(c3nc(-c4ccc(CNC(C)=O)cc4)cs3)C(c3ccco3)C2)cc1 (stereo not drawn)	-1	-2	0	0.6	-3	25	-1	-1.6	16
CN(C)C(CNC(=O)CN1C(=O)NC2(CCc3ccccc32)C1=O)c1ccco1 (stereo not drawn)	3	-3	-15	-1.6	-18	22	2	-4.6	-7
COC(=O)c1[nH]c2cccc(Cl)c2c1NC(=O)CN1CCN(CCO)CC1	0	-11	-2	-1.6	-16	-11	-2	1.5	5
COc1ccc(C2SCCN2S(=O)(=O)c2ccc(NC(C)=O)cc2)cc1 (stereo not drawn)	-1	-5	-15	1.8	-15	-12	-3	0.2	-1
CCc1cccc2c(C(=O)COC(=O)/C=C/c3ccc(O)c(OC)c3)c[nH]c12	-4	7	1	-0.5	4	24	8	-0.5	-1
COc1ccc(N2C(S)=C(C#N)C(=O)NC2c2ccc(OC)c(OC)c2)cc1 (stereo not drawn)	-2	7	-11	-2.7	-13	4	-7	-0.8	-21
O=C(N/N=C\c1cc(Br)cs1)C1COc2ccccc2O1 (stereo not drawn)	5	-1	2	0.1	-9	1	6	-2.3	13
Nc1nc(-c2ccccc2)c(N=Nc2ccc(Cl)cc2)s1	3	-9	1	-6.0	8	33	2	-1.5	-7
COc1ccc(C2C(C#N)=C(/N=C/N3CCOCC3)OC3=C2C(=O)CC(C)(C)C3)cc1OC (stereo not drawn)	3	0	-13	-3.6	8	7	-1	-3.2	-104
O=C(c1ccc2c(c1)OCO2)N1CCOCC1	-1	0	-2	-0.7	6	1	-4	-2.8	16
CCn1cc(C2=NOC(C(=O)Nc3cccc(C(C)=O)c3)C2)c(C)n1 (stereo not drawn)	1	-6	-10	-3.6	-29	-5	2	-3.2	23
CCCc1cc(=O)[nH]c(SCC(=O)Nc2c(C)cccc2C)n1	-3	8	-11	-2.3	1	0	3	-1.7	-2
CN(CCC1CCCCO1)Cc1cn(C)nc1-c1ccc2c(c1)OCCO2 (stereo not drawn)	7	-14	-7	-1.7	-16	9	-2	-0.2	39
CN(C)c1ccc(NC(=O)c2cc3c(=O)n4ccccc4nc3n2C)cc1	-3	-6	5	1.4	.	.	-1	2.5	.
Cc1ccc(NC(=S)N(CCN2CCCCC2)Cc2ccco2)cc1	4	-3	8	2.0	-11	32	-2	0.3	-2
CC(=O)N(CCCN1CCOCC1)Cc1ccncc1	4	0	0	-3.5	0	7	-1	-4.4	15
COc1ccc(OC)c(N=C(C)C2=C(O)COC2=O)c1	2	6	3	-1.3	-18	2	-3	-2.2	34
CCOCc1nnc(NC(=O)c2ccc3c(c2)OCO3)s1	6	1	3	-2.5	-9	11	-3	-1.6	35
O=C(Nc1c2c(nn1-c1ccc(F)cc1)CS(=O)C2)c1ccc2c(c1)OCO2 (stereo not drawn)	4	1	10	-1.1	7	7	0	-1.0	27
SMILES	IDE cell activ	M18AAP inhibitor	GPR7 antag	IMP-1 inhibitor	pCIP destab	NALP1 inh	IDE cell inh	VIM-2 inh	PHOSPHO1 block
O=C(Cc1ccsc1)N1CCc2c([nH]c3ccccc23)C1c1ccccn1 (stereo not drawn)	0	0	-3	-2.0	12	9	-2	-2.8	6
C/C(=N\NC(=O)CSc1nc(C)cc(C)n1)c1ccc([N+](=O)[O-])cc1	.	2	-4	-3.3	-6	8	-4	-2.8	20
COc1ccccc1NC1=Nc2cccc3cccc1c23	.	1	-7	-4.0	-17	-1	2	-3.4	-8
c1ccc(C2=Nn3c(nnc3-c3cccnc3)SC2)cc1	-8	-3	-11	-4.1	-2	-32	8	-2.9	3
CC(C)CNC(=S)NC1CC2CCCC(C1)N2Cc1ccco1 (stereo not drawn)	-2	-12	-1	-3.4	-14	-4	-3	-0.9	24
O=C(COc1ccc(S(=O)(=O)NC2CCCCC2)cc1)N1CCN(c2cccc(Cl)c2)CC1	-15	-5	2	-2.5	-9	14	-2	-0.9	28
O=C(CSc1nnnn1-c1ccccc1Cl)Nc1ccc2c(c1)OCCO2	0	1	-5	-1.3	-11	28	-2	-3.3	2
Cc1cc(S(=O)(=O)NCC2CCCO2)c(C)cc1Br (stereo not drawn)	1	2	-11	-3.7	8	.	3	-1.0	.
CCCOc1ccccc1/C=C1/C(=O)ON=C1C	0	16	-8	0.8	-5	20	0	8.2*	10
CCOC(=O)C1CCN(S(=O)(=O)c2ccc(OC)c(C(=O)N3CCCCC3)c2)CC1	0	2	0	0.6	6	28	-3	1.4	-42
CCNC(=O)Cn1cc(C(F)(F)F)cc(Cl)c1=O	-2	7	-7	-3.7	-10	8	-3	-5.0	20
CCOC(=O)C1CCN(C(=O)CN(c2ccc(OC)c(OC)c2)S(=O)(=O)c2ccccc2)CC1	7	0	-6	-3.7	-5	-3	2	-1.9	-70
O=C1C(C=NCc2cccnc2)=C(O)c2ccccc21	0	3	-11	-4.2	8	33	.	0.2	0
COCCNC(=O)Nc1ccc2c(c1)N(C)C(=O)c1ccccc1S2	4	-2	-11	-2.6	-13	18	-3	-7.8	8
O=S1(=O)CCN2N=C(C3CC3)SC2=N1	-2	-4	-10	-4.3	2	6	-6	-0.1	37
Cc1c(NC(=O)CSCc2ccc(Cl)cc2Cl)cccc1C(=O)O	-2	3	-9	-2.5	-5	19	11	-0.6	14
CC(=O)c1ccc(N2C(=NC(=O)C3CCCCC3)SC3CS(=O)(=O)CC32)cc1 (stereo not drawn)	4	6	-4	-3.5	-6	5	4	-2.3	43
O=C(O)c1ccc(CSc2nc3ccccc3[nH]2)cc1	1	1	-8	-4.0	0	-4	3	-2.6	-1
Cc1cc(=O)oc2c(C)c3occc3cc12	5	1	2	-1.1	0	12	2	4.5	-78
CC(Oc1ccccc1)C(=O)Nc1c2c(nn1-c1ccccc1)CS(=O)C2 (stereo not drawn)	3	-11	2	0.2	16	26	-5	0.5	29
Cc1cccc(N=C2Sc3nc4c(C)c(C)ccc4cc3CN2CCN2CCOCC2)c1	-1	-1	4	-1.8	8	-7	-3	-1.8	81*
Cc1ccccc1/C=N/N=C1/NC(=O)CCS1	1	65*	-14	-3.5	-7	3	3	-2.0	25
CC(=O)Nc1ccc(C(=O)n2nc(C)cc2C)cc1	6	-15	4	-0.5	-15	4	2	-0.7	-36
CCOC(=O)C1CCN(C(=O)C(C)Sc2ccc(Cl)cc2)CC1 (stereo not drawn)	4	-3	-1	-2.0	2	7	-3	1.0	-7
O=C(NCCc1ccc([N+](=O)[O-])cc1)c1ccccc1	3	5	-3	-2.2	-10	34*	2	-2.7	8
SMILES	IDE cell activ	M18AAP inhibitor	GPR7 antag	IMP-1 inhibitor	pCIP destab	NALP1 inh	IDE cell inh	VIM-2 inh	PHOSPHO1 block
O=C(NCc1cccs1)C1CCN(S(=O)(=O)c2ccccc2F)CC1	2	-1	14	-3.6	4	2	-2	-2.8	24
O=C(COC(=O)c1cccc([N+](=O)[O-])c1)NCc1cccs1	3	4	-8	-5.7	-5	25	2	-2.4	17
Cc1cc(C)c(S(=O)(=O)Nc2cccnc2)c(C)c1	0	-3	1	-2.3	1	8	1	-1.7	4
COc1ccc(C(=O)NN)cc1COc1ccc(Br)cc1	4	5	-10	-2.5	-4	6	-1	-6.2	-27
C#Cc1ccc([C@@H]2C=C(C(=O)NCc3ccccc3)O[C@H](OCC)[C@H]2CCCO)cc1	6	-4	7	-2.9	0	-10	-6	-3.6	18
COc1ccccc1N1CCN(C(=O)c2cc(-c3ccc(F)cc3)[nH]c2C)CC1	2	-8	0	-4.3	-5	8	.	-4.8	9
Cc1ccc(C)c(NC(=S)NC(C)C(c2ccccc2)N2CCN(C)CC2)c1 (stereo not drawn)	3	-10	1	-1.3	-11	-2	-1	-1.4	30
CCC(C(=O)OCC(=O)Nc1cc(Cl)ccc1Cl)c1ccccc1 (stereo not drawn)	4	-12	-10	-0.7	0	19	0	2.1	-9
COc1ccc(/C=N/OCC(=O)NC(c2ccccc2)c2ccccc2)c(OC)c1	4	1	-21	-2.7	5	32	5	-3.4	-4
O=C(c1cc2c(=O)n3ccccc3nc2s1)N1CCN(c2cccc(Cl)c2)CC1	2	7	-7	-3.2	4	24	4	-2.5	10
O=C(NCc1ccc2c(c1)OCO2)C1CCC(CNc2c(N3CCCCC3)c(=O)c2=O)CC1 (stereo not drawn)	2	-1	-10	-1.5	-7	31	4	-1.9	22
COc1ccccc1NS(=O)(=O)c1ccc2ccccc2c1	4	4	5	-3.6	-8	23	5	-3.9	29
O=C(c1ccccc1F)N(Cc1ccc(F)cc1)C1CCS(=O)(=O)C1 (stereo not drawn)	5	1	-12	-0.6	3	7	-8	-2.0	-16
O/N=C/Cc1[nH]c2ccccc2c1-c1ccccc1	0	-4	16	-1.5	-9	16	2	-1.2	2
CC(C)Cc1cc(C(=O)NCCCN2CCOCC2)no1	1	2	-14	-2.4	-18	-6	2	-2.4	32
COc1ccccc1N1CCN(CC(=O)c2c(C)[nH]c3cc(C)ccc23)CC1	0	-4	1	-0.4	-2	21	2	0.0	2
CC(C)CCSc1nnc(N)s1	-5	-1	-10	-1.7	-1	.	1	-1.2	-10
Cc1cccc(N2CC(c3nc4ccccc4[nH]3)CC2=O)c1 (stereo not drawn)	-4	-5	4	-2.4	-6	0	5	-2.7	39
COc1ccccc1CNC(=O)CSc1n[nH]c(N)n1	0	-4	-12	0.5	-10	27	-1	0.7	-2
O=c1c2c([nH]c3ccc(Br)cc13)CCCC2	5	.	.	.	3	-38	2	.	-18
COc1cccc(-c2cc(C(=O)NCC3CCCO3)c3cc(Br)cc(C)c3n2)c1 (stereo not drawn)	0	2	-16	-0.6	5	13	0	-2.8	48

Compounds listed so far with a CF3 group (2):
SMILES	IDE cell activ	M18AAP inhibitor	GPR7 antag	IMP-1 inhibitor	pCIP destab	NALP1 inh	IDE cell inh	VIM-2 inh	PHOSPHO1 block
Cc1onc(-c2c(F)cccc2Cl)c1C(=O)Nc1nnc(C(F)(F)F)s1	4	1	1	-1.6	2	3	1	-4.0	57
CCNC(=O)Cn1cc(C(F)(F)F)cc(Cl)c1=O	-2	7	-7	-3.7	-10	8	-3	-5.0	20

Screening results: PubChem BioAssay, several laboratories
